High-throughput results from PubChem.
West Nile virus CPE – West Nile virus antiviral activity, cell-based, CPE readout (AID 1621) | West Nile virus-infected cells, CPE inhibition; higher % means a stronger effect | CPE inhibition, % at 10 µM, or IC50 in µM where a hit was titrated | hit rate 0.02% among 290,000; in the data active means a potency from the dose series; inconclusive means CPE inhibition mostly from about 3.7% at the one dose, without a potency; inactive means the rest, 99 in 100 with CPE inhibition below about 2.2%; further: strong numbers were not always called active
AID2073 – inhibitors of Mint1-CaV2.2 protein interaction, biochemical, HTRF (AID 2073); hit rate 0.19% among 290,000; HTRF protein-protein interaction, Mint1-CaV2.2; higher % means a stronger effect; one-dose inhibition, % at 20 µM; IC50 in µM for titrated hits; Voltage-dependent N-type calcium channel subunit alpha-1B (Homo sapiens); in the data active means inhibition mostly above about 51%, no sharp cut-off; inconclusive means no clear call, values can overlap the other calls; inactive means mostly below about 53%; further: some results filed as inactive read as strong as hits
HIV fusion peptide – inhibitors of HIV fusion peptide binding, primary screen, biochemical, uHTS, fluorescence dequenching (AID 1986); cell-free peptide binding, fluorescence dequenching, 30 min; higher % means a stronger effect; inhibition, % at 20 µM, or IC50 in µM where a hit was titrated; hit rate 0.3% among 290,000; in the data active means inhibition mostly above about 52%, no sharp cut-off; inactive means mostly below about 76%; further: some results filed as inactive read as strong as hits
NOD1 NF-kB reporter – NOD1 signaling inhibitors, primary screen, cell-based, luminescence, uHTS (AID 1578). hit rate 1% among 290,000. NOD1-driven NF-kB luciferase reporter cells, luminescence; higher % means a stronger effect. inhibition, % at 4 µM, or EC50 in µM where a hit was titrated; in the data active means inhibition mostly above about 36%, no sharp cut-off; inactive means mostly below about 34%;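 further: HEK-293T reporter cells stimulated with the NOD1 agonist gamma-tri-DAP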
HEK293 NOD2/NF-kB – NOD2 signaling inhibitors, cell-based, luminescence, uHTS, HEK293 (AID 1566) | hit rate 0.63% among 290,000 | inhibition, % at 4 µM; hits with a dose series show EC50 in µM | HEK293 NOD2/NF-kB luciferase reporter, luminescence; higher % means a stronger effect; further: many of its hits are not listed in these tables
Dengue-2 NS5 capping – Dengue-2 NS5 methyltransferase inhibitors, primary screen, biochemical, confirmation dose response (AID 588689); hit rate 0.3% among 340,000; inhibition, % at 25 µM; hits with a dose series show IC50 in µM; Genome polyprotein (Dengue virus type 2 (strain 16681-PDK53)); Dengue-2 NS5 methyltransferase capping enzyme assay, biochemical; higher % means a stronger effect; in the data active means a potency from the dose series; inconclusive means inhibition above about 29% without an active follow-up result
KOR beta-arrestin-1 – KOR agonists, beta-arrestin recruitment, primary screen, cell-based, luminescence, uHTS (AID 1777); Kappa-type opioid receptor (Homo sapiens); KOR beta-arrestin recruitment, luminescence; higher % means a stronger effect; activation, % at 10 µM; hits with a dose series show EC50 in µM; hit rate 0.02% among 280,000; in the data active means activation above about 50%, passing the limit was not always enough; further: a part of the inactive calls stands beside numbers as strong as those of hits
KOR beta-arrestin-2 – KOR antagonists, beta-arrestin recruitment, cell-based, luminescence, uHTS (AID 1778) | KOR beta-arrestin recruitment, luminescence, antagonist mode; higher % means a stronger effect | inhibition, % at 10 µM; hits with a dose series show IC50 in µM | hit rate 0.091% among 290,000 | Kappa-type opioid receptor (Homo sapiens); further: strong numbers were not always called active
Yfh1-off respiration – enhancers of respiration in Yfh1-depleted yeast, dose response, Friedreich's ataxia, plus single-dose screen (AID 1465); S. cerevisiae Yfh1-off respiration, WST-1 reduction, 72 h; higher fold induction means a stronger effect; fold induction at 50 µM, or EC50 in µM where a hit was titrated; hit rate 0.074% among 220,000;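 active means fold induction of absorbance versus untreated yeast above a set limit, then at least 30% activation at any dose in follow-up; inconclusive means repeats straddling the limit, or above it without dose testing; inactive means fold induction below the set limit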;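 further: activators that raise dye reduction in frataxin-depleted yeast; strong numbers were not always called active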
Dengue-2 NS5 capping pilot replicate – also measured in Dengue-2 NS5 capping; calls as there; inhibition, %; measured here: pilot screen replicate inhibition
The depositor's hits bear a star; i = inactive; ? = inconclusive; / = no result given; [ ] = remark or other dose. Unless noted, no stated cut-off is given here; in the data, active means inhibition above about 50%; inactive means the rest. Not all compounds are listed, so the mix of outcomes need not match the whole.

SMILES	West Nile virus CPE	AID2073	HIV fusion peptide	NOD1 NF-kB reporter	HEK293 NOD2/NF-kB	Dengue-2 NS5 capping	KOR beta-arrestin-1	KOR beta-arrestin-2	Yfh1-off respiration	others
C=CCNC(=S)Nc1ccc(N2CCOCC2)c(S(=O)(=O)Nc2ccccc2Cl)c1	-0.8%	6.2%	1.7%	-36.4%	-6.3%	-9.9%	5.2%	-44.7%	i
COC(=O)c1ccc(CSc2nc3sc(C(=O)O)c(C)c3c(=O)[nH]2)cc1	0.0%	-2.7%	3.9%	-21.9%	5.5%	/	0.8%	9.0%	i
CC(=O)Nc1ccc(-c2nc(C)c(C(C)=O)n2O)cc1	0.1%	27.4%	0.3%	-7.0%	4.3%	-6.8%	1.3%	-21.0%	i
COC(=O)c1cc(Cl)cc(Cl)c1OS(=O)(=O)N(C)C	0.0%	-10.3%	-1.4%	-1.3%	-5.1%	-10.0%	-5.0%	2.6%	i
O=C(Oc1ccc(C(=S)N2CCOCC2)cc1)c1ccc(Br)cc1	-0.2%	-11.5%	-1.3%	-24.9%	2.1%	-9.4%	2.0%	5.7%	i
COc1ccc(OCc2nnc(SCC(=O)NC3CCCCC3)o2)cc1	-0.3%	5.3%	-1.3%	-22.6%	1.2%	-5.0%	-2.6%	-0.5%	/
OC(COCc1ccccc1)CN1CCN(Cc2ccc3c(c2)OCO3)CC1 (configuration not stated)	-0.4%	2.3%	-1.6%	-26.3%	0.8%	-5.5%	3.0%	-15.5%[20 µM]	i
N#CCC(=O)N/N=C/c1ccc(OS(=O)(=O)c2ccccc2)cc1	0.5%	-3.0%	0.8%	-12.4%	8.1%	-3.8%	-4.4%	10.2%	i	Dengue-2 NS5 capping pilot replicate=-2.4
O=C(Nc1ccc(-c2noc(-c3ccccc3F)n2)cc1)c1cccs1	0.1%	35.7%	1.2%	-36.4%	-17.7%	0.0%	9.2%	-2.7%	i
COc1cc2cc(C(c3nnnn3C(C)(C)C)N3CCc4ccccc43)c(=O)[nH]c2cc1OC (configuration not stated)	-1.0%	38.7%	-1.9%	1.8%	8.4%	-2.0%	2.0%	-12.3%	i

Copied from the results shown, 2 compounds:
SMILES	West Nile virus CPE	AID2073	HIV fusion peptide	NOD1 NF-kB reporter	HEK293 NOD2/NF-kB	Dengue-2 NS5 capping	KOR beta-arrestin-1	KOR beta-arrestin-2	Yfh1-off respiration	others
O=C(Nc1ccc(-c2noc(-c3ccccc3F)n2)cc1)c1cccs1	0.1%	35.7%	1.2%	-36.4%	-17.7%	0.0%	9.2%	-2.7%	i
COc1cc2cc(C(c3nnnn3C(C)(C)C)N3CCc4ccccc43)c(=O)[nH]c2cc1OC (configuration not stated)	-1.0%	38.7%	-1.9%	1.8%	8.4%	-2.0%	2.0%	-12.3%	i

Continuation:
SMILES	West Nile virus CPE	AID2073	HIV fusion peptide	NOD1 NF-kB reporter	HEK293 NOD2/NF-kB	Dengue-2 NS5 capping	KOR beta-arrestin-1	KOR beta-arrestin-2	Yfh1-off respiration	others
Cc1cc[n+](CCc2ccccc2)cc1C	-0.1%	6.4%	0.1%	-10.8%	-5.1%	-5.5%	-0.5%	-21.2%	/
CCOC(=O)N1CCC(N(CCOC)C(=O)Nc2ccc(CC)cc2)CC1	-0.8%	?	-1.5%	-30.7%	8.2%	-5.2%	-4.4%	24.7%	i
COc1ccccc1C(=O)NC(=O)Nc1cccc(Cl)c1	-0.8%	3.6%	-1.1%	-11.6%	-95.0%	-1.9%	-4.8%	5.3%	/
COc1ccc(OC)c(S(=O)(=O)CC(O)CS(=O)(=O)c2ccccc2)c1 (configuration not stated)	0.5%	10.7%	0.1%	-29.9%	-1.0%	-7.2%	-2.8%	-2.0%	/
CCNc1c([N+](=O)[O-])c(=O)n(CC)c2ccccc12	0.3%	-1.1%	0.7%	-7.3%	11.9%	/	2.3%	-1.1%	i
CCn1ccnc1CNC(=O)CC1C(=O)NCCN1Cc1ccc(OC)cc1OC (configuration not stated)	0.8%	6.5%	-1.3%	9.1%	3.9%	-7.8%	-1.3%	43.6%	i
CC1CCCCC1NC(=O)C(Cc1ccccc1)NS(=O)(=O)c1cccs1 (configuration not stated)	-0.6%	3.8%	0.1%	18.5%	12.9%	0.0%	-1.7%	-11.7%	i
Cc1ccc2[nH]c3c(c2c1)CN(C(=O)CN(C)CC1OCCO1)CC3	-0.6%	-11.6%	0.9%	-10.4%	-2.0%	24.4%	2.1%	10.2%	i	Dengue-2 NS5 capping pilot replicate=5.5
Cc1[nH]nc2c1C(c1cccs1)C(C#N)=C(N)O2 (configuration not stated)	-0.1%	6.0%	1.7%	24.6%	6.0%	-0.7%	-5.1%	15.6%	i
CNc1oc(Cc2ccccc2)nc1S(=O)(=O)c1ccccc1	/	-3.6%	0.7%	-14.7%	-13.3%	-9.4%	3.8%	-68.1%	/
Oc1ccc(C=NC2CCCCC2)cc1	0.4%	9.4%	0.9%	-4.9%	15.2%	-9.2%	2.1%	-9.0%	i
Cc1cccc(C(=O)Oc2ccc3ccc(O)cc3c2)c1	1.0%	46.6%	3.4%	-27.5%	-0.9%	-4.0%	-3.6%	-24.2%[20 µM]	/
Cc1[nH]n(-c2ccccc2)c(=O)c1C=NC1CCCCCC1	-1.0%	-2.7%	-1.2%	-48.2%	-11.9%	-8.7%	-4.5%	-4.5%	i
O=c1[nH]c(C2CCN(S(=O)(=O)c3cccc([N+](=O)[O-])c3)CC2)nc2c1nnn2Cc1ccccc1	0.9%	12.5%	0.7%	24.8%	-17.3%	-6.2%	-1.1%	10.4%	/
Cc1ccc2nc(C)cc(N/N=C/c3ccccc3O)c2c1	1.9%	12.3%	-0.6%	-19.0%	-2.3%	-9.7%	-5.1%	-18.0%[20 µM]	/
Nc1nc(SCC(=O)N2CCN(S(=O)(=O)c3ccc(Cl)cc3)CC2)n[nH]1	0.3%	-9.3%	-1.3%	-12.7%	20.6%	0.0%	-4.5%	20.1%	i
COC(=O)C1=C(N)OC2=C(C(=O)CC(C)(C)C2)C1c1ccccc1OC (configuration not stated)	/	1.7%	6.3%	-19.2%	0.0%	1.5%	-0.8%	6.1%	/
CN(C)S(=O)(=O)n1cc(/C=C(\NC(=O)c2ccccc2F)C(=O)NCCCn2ccnc2)c2ccccc21	0.0%	10.2%	0.9%	15.1%	22.9%	-2.7%	4.3%	-24.6%	/
COc1ccc(CC(=O)N/N=C/c2cc(Br)cs2)cc1OC	-0.5%	2.0%	-0.9%	-6.2%	20.9%	-10.2%	-4.0%	-9.7%[20 µM]	/
COc1ccc(C(=O)Nc2nc3ccccc3[nH]2)cc1S(=O)(=O)N1CCOCC1	0.5%	8.7%	0.8%	-19.0%	1.5%	-4.7%	2.4%	-19.6%	i
COc1ccc(CNC(=O)C(C)N2CCN(c3ccc(C(C)=O)cc3)CC2)cc1 (configuration not stated)	0.1%	-8.5%	-1.4%	-34.5%	-16.2%	0.9%	0.7%	6.3%	/
CCCCCn1cnc2c(sc3nc4c(cc32)CSC(C)(C)C4)c1=O	0.1%	9.2%	-1.1%	-44.9%	-41.5%	-6.5%	2.6%	28.6%	i
CC(=O)NC(CC(=O)Oc1ccc(C)cc1Br)c1ccccc1 (configuration not stated)	-0.3%	-5.7%	-0.3%	-28.4%	-7.7%	-6.5%	5.7%	-26.0%	/
O=C1C2ON(c3ccccc3)C(c3ccncc3)C2C(=O)N1c1ccc(Br)cc1 (configuration not stated)	-0.4%	-4.1%	-1.6%	-1.7%	3.4%	-1.4%	-1.0%	17.7%	i
COc1ccc(CC(=O)N2CCC(Nc3nc4ccccc4n3Cc3ccc(F)cc3)CC2)cc1	-0.7%	10.2%	0.0%	-33.6%	1.8%	3.2%	/	/	i
CC[C@H](C)[C@@H](CN[C@H](CCCCNC)CNC)NCC1CCCC1	-0.3%	9.6%	-0.1%	-19.4%	0.2%	-9.6%	/	-21.8%[20 µM]	/
Cc1ccc(C(=O)NCCCNC(=O)c2ccco2)cc1	0.0%	0.2%	-0.9%	-36.6%	7.1%	-6.2%	-4.6%	-20.1%	/
N#Cc1c(-c2ccc(Cl)cc2)cc(-c2ccccc2)nc1SCC(=O)O	-0.5%	18.3%	64.6%	0.8%	26.0%	1.2%	-2.5%	-19.5%	/
CSC1=NS(=O)(=O)c2c(C)nn(C)c2S1	-0.3%	89.3%	-2.8%	-5.2%	-15.7%	-36.0%	/	18.4%	i
O=C(NCC1CCCO1)c1cccc(NC(=O)c2ccco2)c1 (configuration not stated)	0.1%	-3.1%	1.4%	-26.0%	7.6%	/	-4.5%	20.6%	i
Cc1ccccc1N1CCN(Cc2c[nH]c3ccccc23)CC1	-0.9%	0.5%	1.5%	6.6%	-0.9%	-7.8%	-2.2%	-14.0%	i
CCCCOc1ncnc2c1[nH]c1ccc(C)cc12	-1.7%	11.6%	0.4%	-2.0%	14.1%	/	3.0%	-0.3%	i
COc1cc(NC(=S)NCCCO)c(OC)cc1Cl	0.4%	-0.4%	0.6%	-25.3%	3.2%	-3.6%	-2.4%	11.7%	i
CN1C(=O)/C(=C\c2cc(Br)cs2)c2ccccc21	-0.6%	-8.9%	3.8%	-57.6%	-79.4%	0.7%	-0.7%	-0.7%	i
O=C(O)COn1c(-c2ccccc2)nc2ccc(Cl)cc21	-0.5%	-1.8%	2.3%	-21.9%	-8.2%	-4.5%	3.6%	-70.1%[20 µM]	i
Cc1cccc(NC(=O)C2CCCN(C(=O)NCc3ccccc3)C2)c1C (configuration not stated)	0.0%	-2.8%	-0.5%	-16.6%	11.0%	-8.9%	2.6%	20.9%	/
Cc1ccc(NC(=S)N/N=C2\CC3CC=CC23)c(C)c1 (configuration not stated)	-0.4%	-17.7%	7.1%	-7.3%	-5.4%	-6.2%	5.1%	19.0%	i
O=C(NCCCN1CCOCC1)c1cc(-c2ccc(F)cc2)on1	0.2%	-0.5%	4.5%	-103.7%	-9.9%	-6.4%	-0.7%	-12.0%	i
COc1ccc(/C=C2\SC(N)=NC2=O)cc1	3.2%	6.2%	0.6%	-39.9%	-67.1%	4.3%	-3.0%	-5.0%	/
COC(=O)C1=C(C)Nc2nnnn2C1c1cccs1 (configuration not stated)	0.6%	-3.4%	-1.6%	6.0%	15.1%	-7.5%	-2.1%	-61.7%	i	Dengue-2 NS5 capping pilot replicate=-0.9
Cc1c(N(C(=O)c2cnccn2)C2(C(=O)NC3CCCC3)CCCCC2)c(=O)n(-c2ccccc2)n1C	0.1%	2.6%	1.3%	-24.1%	5.8%	2.9%	5.0%	-10.2%	i
O=C(Nc1ccccn1)c1ccc(Cl)s1	-0.4%	7.2%	0.8%	-99.7%	-45.1%	-8.4%	7.5%	-3.7%	/
COc1ccc(-c2cc(C)no2)cc1S(=O)(=O)NCCCN1CCCCCC1	-1.2%	7.6%	0.7%	-10.8%	16.3%	-5.4%	2.6%	-32.1%	/
CC(=O)N/N=C/c1cc(C)n(-c2ccc(Br)cc2)c1C	0.1%	2.6%	-1.6%	-19.2%	-3.3%	-0.6%	-0.8%	/	i
